Screening results from PubChem BioAssay.
LYPLA2 counter – counter-screen for PME1 inhibitors: inhibitors of human LYPLA2. O95372. inhibition, % at 5.9 µM. recombinant LYPLA2, FP-Rh probe fluorescence polarization. 320,000 compounds, 0.38% hits;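 active = inhibition above the screen-wide mean plus 3 SD, limit set per campaign, cut at about 26% in these data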;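 also: 0% = LYPLA2 with DMSO and 100% = wells lacking LYPLA2 enzyme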
Target sequence (O95372 whole entry, looked up): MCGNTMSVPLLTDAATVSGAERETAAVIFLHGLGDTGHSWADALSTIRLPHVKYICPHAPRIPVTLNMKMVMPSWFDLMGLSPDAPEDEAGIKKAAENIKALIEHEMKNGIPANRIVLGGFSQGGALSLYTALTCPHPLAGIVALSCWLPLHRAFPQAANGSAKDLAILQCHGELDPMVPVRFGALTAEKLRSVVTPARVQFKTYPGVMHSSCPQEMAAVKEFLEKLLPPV
PME-1 primary – blocks human protein phosphatase methylesterase 1 | 320,000 compounds, 0.53% hits | Q9Y570 | inhibition, % at 5.9 µM | AID 2130 | recombinant PME-1, FP-Rh probe fluorescence polarization;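 active = inhibition above the campaign mean of all compounds plus 3 SD, cut at about 26% in these data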;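 also: competitive labeling of PME-1 active site by serine hydrolase directed probe; 0% = PME-1 with DMSO and 100% = wells lacking PME-1 enzyme; inhibitors block probe labeling so polarization falls and inhibition rises; many of its hits are not listed in these tables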
Target sequence (Q9Y570 whole entry, looked up): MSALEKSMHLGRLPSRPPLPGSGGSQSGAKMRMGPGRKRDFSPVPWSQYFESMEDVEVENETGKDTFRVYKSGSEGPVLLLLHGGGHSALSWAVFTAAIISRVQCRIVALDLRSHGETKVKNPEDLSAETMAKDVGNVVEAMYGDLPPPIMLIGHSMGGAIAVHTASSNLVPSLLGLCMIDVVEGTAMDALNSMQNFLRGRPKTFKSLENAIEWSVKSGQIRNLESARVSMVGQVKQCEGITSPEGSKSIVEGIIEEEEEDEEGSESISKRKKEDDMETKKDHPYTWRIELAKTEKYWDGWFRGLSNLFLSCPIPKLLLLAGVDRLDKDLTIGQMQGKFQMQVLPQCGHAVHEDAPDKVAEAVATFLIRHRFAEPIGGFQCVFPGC
pPAFAH inh – inhibitors of human plasma PAF acetylhydrolase (pPAFAH); recombinant pPAFAH, FP-rhodamine probe fluorescence polarization; 330,000 compounds, 1.5% hits; Q13093; inhibition, % at 3.39 µM; AID 463082;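 active = inhibition above the mean inhibition across the screen plus 3 SD, cut at about 25% in these data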;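 also: inhibitors block binding of the rhodamine activity-based probe so polarization drops; 0% = enzyme with DMSO and 100% = wells lacking pPAFAH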
GSTO1 counter – counter-screen for RBBP9 inhibitors: inhibitors of human GSTO1 | P78417 | inhibition, % at 5.96 µM | 300,000 compounds, 1.1% hits | recombinant GSTO1, activity-based probe fluorescence polarization | AID 1974;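 active = inhibition above the campaign mean inhibition plus 3 SD, cut at about 35% in these data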;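 also: 0% = GSTO1-1 with DMSO and 100% = wells lacking GSTO1-1 enzyme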
PAFAH1B2 inh – inhibitors of human PAFAH1B2 | P68402 | recombinant PAFAH1B2, FP-rhodamine activity probe, fluorescence polarization | inhibition, % at 3.39 µM | 340,000 compounds, 1.2% hits;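 active = inhibition above the mean of all tested compounds plus 3 SD, cut at about 24% in these data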;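 also: 0% = enzyme with DMSO and 100% = wells lacking PAFAH1B2; many of its hits are not listed in these tables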
Target sequence (P68402 whole entry, looked up): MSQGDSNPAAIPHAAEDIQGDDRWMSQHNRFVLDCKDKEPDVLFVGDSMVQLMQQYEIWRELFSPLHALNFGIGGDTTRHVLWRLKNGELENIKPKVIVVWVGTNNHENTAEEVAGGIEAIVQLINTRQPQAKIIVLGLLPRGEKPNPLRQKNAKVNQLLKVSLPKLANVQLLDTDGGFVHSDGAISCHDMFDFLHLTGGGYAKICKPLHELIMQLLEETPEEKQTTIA
LYPLA1 inh – blocks human lysophospholipase 1, a PME1 counter-screen; O75608; inhibition, % at 5.9 µM; recombinant LYPLA1, FP-Rh probe fluorescence polarization; 320,000 compounds, 0.16% hits;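 active = inhibition above the mean of all tested compounds plus 3 SD, set per campaign, cut at about 14% in these data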;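 also: inhibitors block serine hydrolase probe labeling of LYPLA1 so polarization falls; 0% = enzyme with DMSO and 100% = wells lacking LYPLA1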
PAD4 inh – blocks human protein arginine deiminase 4; inhibition, % at 6.36 µM; Q9UM07; recombinant PAD4, RCA probe fluorescence polarization; 330,000 compounds, 0.41% hits;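 active = percent inhibition above a cutoff equal to the mean of all tested compounds plus 3 SD, cut at about 15% in these data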;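 also: 0% = PAD4 with RCA probe and DMSO and 100% = probe without PAD4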
PREPL inh – inhibits the human prolyl oligopeptidase-like enzyme. Q4J6C6. recombinant PREPL, fluorescence polarization activity-based probe. inhibition, % at 5.96 µM. 320,000 compounds, 0.68% hits. AID 2751; in the data active = inhibition above about 43%;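 also: 0% = enzyme with DMSO and 100% = wells lacking enzyme; many of its hits are not listed in these tables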
PAFAH1B3 inh – PAFAH1B3 (human) inhibition; Q15102; recombinant PAFAH1B3, FP-rhodamine probe, fluorescence polarization; inhibition, % at 3.39 µM; 340,000 compounds, 0.28% hits;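 active = inhibition above the screen-wide average of all tested compounds plus 3 SD, cut at about 25% in these data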;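 also: 0% = enzyme with DMSO only and 100% = wells lacking PAFAH1B3 protein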
Target sequence (Q15102 whole entry, looked up): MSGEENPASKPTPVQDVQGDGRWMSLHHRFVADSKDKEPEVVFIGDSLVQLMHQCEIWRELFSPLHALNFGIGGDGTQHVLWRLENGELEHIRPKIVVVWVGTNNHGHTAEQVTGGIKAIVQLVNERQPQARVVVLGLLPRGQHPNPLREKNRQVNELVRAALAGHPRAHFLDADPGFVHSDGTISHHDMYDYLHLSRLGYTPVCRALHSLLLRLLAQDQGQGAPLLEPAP
Numbers without * were called inactive; nt = not tested or not shown. A portion of the library. The share of hits here may be higher or lower than overall.

SMILES | LYPLA2 counter | PME-1 primary | pPAFAH inh | GSTO1 counter | PAFAH1B2 inh | LYPLA1 inh | PAD4 inh | PREPL inh | PAFAH1B3 inh
O=C1NC(=O)N(c2ccc3c(c2)OCO3)C(=O)/C1=C/c1cccs1 | 6 | -10 | -7 | 16 | 3 | 4 | -9 | 18 | 7
CCNC(=O)C1OC(n2cnc3c(N)ncnc32)C(O)C1O (centres undefined) | -2 | -4 | -1 | 11 | 3 | -3 | -1 | 18 | 1
O=P(CN1CCN(c2ccccc2)CC1)(N1CCCCC1)N1CCCCC1 | 3 | 1 | 0 | -3 | -2 | 2 | 4 | 31 | 1
CCc1nn(CC(=O)N2CCC3(CC2)OCCO3)c(=O)c2cccn12 | -2 | 1 | 1 | 3 | -2 | 1 | 5 | 5 | -2
CC(=O)Nc1ccc(C(=O)C(Cc2ccccc2)N(C)C)cc1 (centres undefined) | 0 | -1 | 7 | 0 | 7 | 1 | 1 | 24 | -1
c1ccc(P(c2ccccn2)c2ccccn2)cc1 | -2 | -2 | 4 | 5 | -4 | 2 | -4 | 1 | 0
O=C1CN=C(c2ccccc2F)c2cc(Cl)ccc2N1 | 4 | 1 | -3 | 7 | 4 | -1 | -1 | -1 | -3
CCc1cccc(CC)c1NC(=S)N1CC2CC(C1)c1cccc(=O)n1C2 (centres undefined) | 0 | 5 | 4 | 1 | -2 | 3 | 1 | 0 | 8
Nc1c(C(=O)NCc2ccco2)c2nc3ccccc3nc2n1CCN1CCCCC1 | -16 | -12 | 6 | -11 | -21 | -11 | -22 | 17 | -21
COc1ccc(C(C)=O)cc1Cc1c(O)[nH]c(=S)[nH]c1=O | 3 | -10 | -1 | 4 | 2 | -1 | 0 | 1 | 5
c1cncc(C2CC(c3cccs3)n3ncnc3N2)c1 (centres undefined) | 1 | -3 | 6 | 2 | 1 | -1 | -8 | -3 | 4
COc1ccccc1NC(=O)COC(=O)c1cn(C)c2ccccc12 | -2 | -8 | -1 | nt | 4 | 0 | 3 | -3 | 7
COc1ccc(/C=C2\C(=O)NC(=S)N(C)C2=O)cc1C | 2 | 0 | 0 | 11 | 3 | -1 | -1 | 2 | 4
Cc1cc(OCC(=O)N2CCCN(C)CC2)ccc1Cl | 4 | 0 | 3 | 3 | 1 | -3 | 0 | -5 | 7
COC(=O)C1=C(c2cc3ccccc3o2)C[C@@H]2CC[C@H]1N2C(=O)NCc1ccco1 | 1 | -4 | 2 | -3 | 2 | -3 | 2 | 2 | 4
CC1CC(OP(O)(=S)c2ccc(N(C)C)cc2NC(=O)c2cccs2)CC(C)(C)C1 (centres undefined) | 4 | 1 | 7 | 2 | 40* | 4 | 0 | -6 | 10
COc1ccccc1C1C([N+](=O)[O-])=C(N)Oc2c1c(=O)oc1ccccc21 (centres undefined) | -10 | -5 | -1 | -7 | 0 | -2 | -1 | 11 | 2
O=P(/C(=N/O)N1CCCCC1)(N1CCOCC1)N1CCOCC1 | -5 | 1 | -1 | 6 | 2 | -1 | 3 | 7 | 1
CN1c2ccc([N+](=O)[O-])cc2CC2(C(=O)NC(=O)N(c3ccc(Br)cc3)C2=O)C1c1ccccc1 (centres undefined) | -20 | -25 | -9 | -13 | 0 | -24 | -2 | 1 | -6
COC(=O)C1=C(c2ccc(-c3ccccc3)c(F)c2)C[C@@H]2CC[C@H]1N2C(=O)N1CCOCC1 | -2 | 9 | 4 | nt | 1 | -1 | 2 | 17 | -1
COCc1ccc(CN2CCCC(C(=O)c3sccc3C)C2)o1 (centres undefined) | 2 | 2 | 4 | -2 | 8 | -1 | 2 | 1 | 11
O=C(CN1CC(c2ccccc2)CC1=O)NCc1ccc(F)cc1 (centres undefined) | -3 | -1 | -6 | -2 | 2 | -2 | -2 | -10 | 8
Cc1ccc(N2C(=O)NC(=O)/C(=C\c3ccc([N+](=O)[O-])o3)C2=O)cc1 | -13 | -6 | 19 | 13 | nt | -4 | -14 | -10 | nt
O=c1[nH]c2ccccc2c(=O)n1-c1ccc(Cl)cc1Cl | 1 | -4 | 3 | 4 | -4 | 0 | -4 | 6 | 3
CCCCCn1c(=O)c(C(=O)Nc2nc(CC(=O)OCC)cs2)c(O)c2ccccc21 | -3 | -3 | -2 | 9 | 6 | -5 | 1 | -4 | -6
O=c1c2ccccc2nc(-c2cccs2)n1-c1ccccc1 | -7 | -3 | -3 | 1 | 4 | -4 | 0 | -6 | 0
Cc1ccc(-c2nc3ccccc3c(=O)n2-c2cc(C)ccn2)cc1 | 4 | 4 | 1 | 2 | 7 | 3 | -1 | 9 | 3
c1ccc(CC(NCc2ccco2)c2ccccc2)cc1 (centres undefined) | 5 | -5 | -11 | -9 | 10 | 0 | -8 | 9 | 20
O=C(O)c1ccccc1N=Nc1c(O)[nH]c(=O)[nH]c1=O | -4 | 1 | 4 | 4 | -4 | -3 | 1 | 2 | 6
O=C1C2C3CCC(O3)C2C(=O)N1CCO (centres undefined) | -6 | -4 | 6 | 4 | -3 | -1 | 0 | 0 | 11
COc1ccc(-n2c(Cc3cccc([N+](=O)[O-])c3)nc3ccccc3c2=O)cc1 | 1 | 3 | 0 | -2 | -2 | -1 | 3 | 8 | 0
C[N+]1(C)C2CC(OC(=O)[C@H](CO)c3ccccc3)CC1C1OC12 (some centres undefined) | 6 | -5 | -1 | 4 | 1 | -2 | -2 | 0 | 4
O=C1/C(=C/c2cc3c(cc2Cl)OCO3)N2CCC1CC2 | -1 | 7 | 3 | -4 | nt | 1 | -1 | 6 | nt
COC(=O)C1=C(c2ccc(OC(F)(F)F)cc2)C[C@@H]2CC[C@H]1N2C(=O)N1CCCC1 | 0 | 2 | -2 | nt | 1 | 1 | -5 | 9 | 11
COC(=O)c1ccc(N2C(=O)CC(N3CCC(n4c(=O)[nH]c5ccccc54)CC3)C2=O)cc1 (centres undefined) | 5 | -4 | 3 | 0 | -2 | 0 | -7 | -7 | 1
CCOC(=O)C1(CCOc2ccccc2)CCN(C(C)CSC)CC1 (centres undefined) | -1 | 1 | -1 | -4 | -4 | -4 | 0 | -33 | 4
C[C@]12CC[C@H](O)C[C@@H]1CC[C@@H]1[C@@H]2CC[C@]2(C)C(=O)CC[C@@H]12 | -3 | -18 | -8 | -4 | 4 | -1 | -6 | 1 | 7
c1cncc(C2CCCN2)c1 (centres undefined) | 6 | -2 | -1 | 2 | nt | 2 | 6 | -1 | nt
CCCCn1c(=O)c(C(=O)NC(C)c2ccccc2)c(O)c2ccccc21 (centres undefined) | -3 | -9 | 1 | 2 | -2 | -4 | -4 | -1 | 9
Cc1c(C=O)c2ccccc2n1Cc1ccc(F)cc1 | -4 | 0 | 1 | -1 | 4 | -1 | -6 | -4 | 8
CC(=O)c1cccc(OCC(O)CN2CC=C(c3ccccc3)CC2)c1 (centres undefined) | 5 | -2 | 7 | -9 | 2 | 0 | -2 | 6 | 11
COC(=O)C1=C(c2ccc3ccccc3c2)C[C@@H]2CC[C@H]1N2C(=O)N1CCCC1 | 3 | 1 | -5 | nt | -3 | 1 | -6 | -13 | 0
NC(N)=Nc1ccc2[nH]c3c(c2c1)C[C@@]1(O)[C@H]2Cc4ccc(O)c5c4[C@@]1(CCN2CC1CC1)[C@H]3O5 | 6 | -8 | -3 | 17 | -1 | 1 | 2 | 19 | 3
Cc1ccc2c(c1)N(N=O)CCC2 | 2 | 0 | 5 | 1 | 0 | -1 | 1 | -2 | -3
Cc1nc2ccccc2c(=O)n1-c1cccnc1 | -1 | -4 | 3 | 3 | 0 | -4 | -1 | 2 | 8
CC(=NCc1cccnc1)c1c(O)n(-c2ccccc2C)c(=O)[nH]c1=O | 3 | -7 | 3 | -2 | 1 | -2 | -1 | 12 | -1
Cc1ccc(-n2c(O)c(C=Nc3ccc(S(=O)(=O)N(C)C)cc3)c(=O)[nH]c2=O)cc1 | -6 | -1 | 0 | -2 | 3 | -4 | -5 | -5 | 6
Cc1cc(OCC(=O)NCC(O)c2ccccc2)c2c3c(c(=O)oc2c1)CCCC3 (centres undefined) | 0 | 0 | 5 | -7 | 4 | 1 | -4 | -5 | -1
Cc1c2cnn(CC(=O)N3CCC4(CC3)OCCO4)c(=O)c2c(C)n1Cc1ccc(F)cc1 | 19 | 5 | 6 | 6 | 2 | 2 | -3 | 12 | 10
O=C(c1cccn2c(=O)c3cc(Br)ccc3nc12)N1CCC2(CC1)OCCO2 | 5 | 4 | 1 | 5 | 1 | -2 | 0 | 3 | 7
O=c1[nH]c(=O)n(CCC2=CCCCC2)c(O)c1C=NC1CCN(Cc2ccccc2)CC1 | 1 | 0 | 2 | -1 | -2 | 0 | 2 | -1 | 1
Cc1ccccc1-n1c(O)c(/C=N/Nc2nc3c(c(=O)n(C)c(=O)n3C)n2C)c(=O)[nH]c1=S | 0 | -3 | 9 | 4 | 1 | 4 | -3 | 10 | 3
CCc1ccc2c(CN3CC=C(c4ccccc4)CC3)cc(=O)oc2c1 | -2 | 1 | 2 | 1 | 2 | -7 | 0 | 18 | 27*
Cc1cccc(-n2c(O)c(/C=C/C=Nc3ccccc3)c(=O)[nH]c2=O)c1 | -21 | -12 | -1 | -14 | -9 | -10 | -4 | -18 | -3
O=C(CCCOc1ccc(Cl)cc1Cl)N1CCC2(CC1)OCCO2 | 0 | -5 | 5 | 2 | 2 | 0 | -1 | 24 | 3
CC(C)(C)NC(=O)NC(=O)CN1CC=C(c2ccccc2)CC1 | 3 | 0 | 3 | 9 | 4 | 0 | 0 | 8 | 8
CCC(C)OC(=O)c1c(N)n(Cc2cccs2)c2nc3ccccc3nc12 (centres undefined) | -2 | 11 | 7 | 26 | 0 | -7 | -15 | 1 | 2
CCOP(=O)(OCC)C(C)(C)NC(=O)C(Cl)(Cl)Cl | -5 | -4 | -1 | -1 | -2 | -1 | 4 | 1 | -2
[N-]=[N+]=NCc1cn2cccnc2n1 | -1 | 0 | 2 | -3 | -5 | -2 | -7 | 9 | 0
Cc1cc(NC(=O)CCC(=O)N2CCC3(CC2)OCCO3)no1 | 4 | 3 | 6 | -3 | 1 | 0 | -2 | 3 | 11

Continuation:
SMILES | LYPLA2 counter | PME-1 primary | pPAFAH inh | GSTO1 counter | PAFAH1B2 inh | LYPLA1 inh | PAD4 inh | PREPL inh | PAFAH1B3 inh
CN(C)c1ccc(/C=C2/C(=N\O)C3CCN2CC3)cc1 | 5 | -1 | 0 | 0 | -4 | 1 | -7 | 2 | 5
COCCN(C(=O)COC(=O)Cc1ccccc1)c1c(N)n(Cc2ccccc2)c(=O)[nH]c1=O | 0 | 2 | -1 | 2 | 3 | 4 | 0 | 12 | 5
CCCN1CCCC(C(=O)c2cc(C)c(OC)c(C)c2)C1 (centres undefined) | 4 | 7 | 2 | -3 | -2 | 1 | 4 | 10 | 7
Cc1nn(Cc2ccccc2)c(C)c1C(=O)OCC(=O)Nc1ccccc1SCC#N | 1 | 16 | 4 | 5 | 1 | 0 | 2 | -2 | 3
CCC(C)n1c(O)c(C=NCc2cccnc2)c(=O)[nH]c1=S (centres undefined) | 1 | 5 | 4 | 6 | 7 | -4 | -2 | 1 | 5
CCc1c(-c2ccccc2)nc2ccccc2c1C(=O)N1CCC2(CC1)OCCO2 | 1 | -7 | -1 | 1 | 4 | -1 | -1 | -12 | 5
C=CCn1c(O)c(C(C)=NCCN2CCOCC2)c(=O)[nH]c1=O | -1 | -2 | 4 | 0 | 6 | -3 | -1 | 0 | 3
S=C1NC2(CCCCC2)NC12CCCCC2 | -2 | 3 | -7 | -7 | 6 | -1 | -3 | -3 | 8
